# EZH2 inh: EZH2/PRC2 methyltransferase inhibitors, primary screen, biochemical, DELFIA time-resolved fluorescence, single point | inhibition, % at 12.5 µM | PRC2 H3K27 methylation, DELFIA TRF, 1 h | AID 651548, 2012 | 57,000 compounds, 0.35% hits | Histone-lysine N-methyltransferase EZH2 (Homo sapiens), Q15910;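 active means mean inhibition of replicates at least 50% and every single replicate also reaching 50%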;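 further: dimethyl H3K27 on biotinylated H3 21-44 peptide detected by antibody; plate controls were median neutral control wells for no effect and median positive control wells for full effect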
# IDH1 R132H inh: inhibitors of IDH1 R132H reductase, primary screen, biochemical, plate reader, single point | inhibition, % at 10 µM | 70,000 compounds, 0.18% hits | diaphorase/resazurin fluorescence, 60 min; in the data active means inhibition above about 34%;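 further: 0% = DMSO and 100% = no enzyme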
# Target sequence (O75874 whole entry R132H): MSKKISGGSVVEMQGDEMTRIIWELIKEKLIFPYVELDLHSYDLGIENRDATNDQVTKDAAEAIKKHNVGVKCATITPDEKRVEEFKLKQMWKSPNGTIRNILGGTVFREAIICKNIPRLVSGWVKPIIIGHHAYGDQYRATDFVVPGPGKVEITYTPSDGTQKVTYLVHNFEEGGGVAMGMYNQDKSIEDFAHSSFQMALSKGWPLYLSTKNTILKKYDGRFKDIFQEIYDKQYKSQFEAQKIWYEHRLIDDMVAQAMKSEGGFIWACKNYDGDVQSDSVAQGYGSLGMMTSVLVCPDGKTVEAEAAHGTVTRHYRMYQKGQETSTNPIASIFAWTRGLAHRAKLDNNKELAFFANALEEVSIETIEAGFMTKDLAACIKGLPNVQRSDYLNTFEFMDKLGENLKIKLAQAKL
# Starred values were filed as active, the others as inactive; . = no result given.
SMILES,EZH2 inh,IDH1 R132H inh
COC(=O)C(C)N(C(=O)c1ccccc1[N+](=O)[O-])c1c(C)cccc1C (stereo not given),4,-0.6
CCCNC(=O)N[C@H]1CC[C@@H](CCNS(=O)(=O)c2cccc(F)c2)O[C@@H]1CO,-14,0.4
C/C=C/c1cnc2c(c1)C(=O)N([C@H](C)CO)C[C@H](C)[C@H](CN(C)C(=O)NC1CCCC1)O2,-4,.
O=C(C[C@@H]1C=C[C@H](NS(=O)(=O)c2ccccc2)[C@@H](CO)O1)N1CCc2ccccc2C1,6,-0.2
O=C(N[C@@H]1C=C[C@@H](CC(=O)N2CCc3ccccc3C2)O[C@@H]1CO)C1CCC1,-8,-0.7
C[C@@H]1CCCCO[C@H](CN(C)S(=O)(=O)c2cccs2)[C@@H](C)CN([C@@H](C)CO)C(=O)c2cc(NC(=O)NC3CCCCC3)ccc2O1,.,2.1
C[C@H](CO)N1C[C@H](C)[C@H](CN(C)C(=O)Nc2ccc(F)cc2)Oc2c(NC(=O)NC3CCCCC3)cccc2C1=O,-5,1.0
CNC[C@@H]1OCCCC[C@@H](C)Oc2ccc(NS(=O)(=O)c3ccc(C)cc3)cc2C(=O)N([C@H](C)CO)C[C@H]1C,0,.
O=C(Nc1ccccc1)C(O)C(O)C(=O)Nc1ccccc1 (stereo not given),-10,0.1
CCS(=O)(=O)NCC[C@H]1CC[C@@H](NC(=O)C2CCCCC2)[C@H](CO)O1,-6,-0.3
C[C@@H]1CCCCO[C@H](CN(C)C(=O)CCCN(C)C)[C@@H](C)CN([C@@H](C)CO)C(=O)c2cc(NC(=O)c3ccncc3)ccc2O1,.,3.8
CCCN(C)C[C@H]1OCCCC[C@H](C)Oc2ccc(NS(=O)(=O)c3ccc(F)cc3)cc2C(=O)N([C@H](C)CO)C[C@H]1C,7,.
O=C(CSc1nnc(-c2ccc(Br)cc2)o1)Nc1cc(C(F)(F)F)ccc1Cl,-9,-0.2
O=C(C[C@H]1CC[C@H](NC(=O)Nc2ccccc2)[C@H](CO)O1)NCc1ccccn1,8,0.2
CC(=O)c1c(C)cc(C)c(CSc2nnc(-c3ccco3)o2)c1C,5,0.1
COC(=O)CCCCCCC(=O)N/N=C/c1ccc(C(=O)O)cc1,8,.
CCC(=O)Nc1ccc2c(c1)C(=O)N(C)C[C@@H](OC)[C@@H](C)CN(CC1CCOCC1)[C@H](C)CO2,11,.
COc1cc2ncnc(Nc3ccc(Oc4ccccc4)cc3)c2cc1OC,-15,0.8
Cc1noc(C)c1NC(=O)N(C)C[C@@H]1OCCCC[C@H](C)Oc2ccc(NS(=O)(=O)c3ccccc3)cc2C(=O)N([C@@H](C)CO)C[C@H]1C,.,4.2
C[C@@H]1CN([C@@H](C)CO)S(=O)(=O)c2ccc(-c3cccc(F)c3)cc2O[C@H]1CN(C)S(=O)(=O)c1ccc(F)cc1,5,.
O=C(CCCCCC(=O)Nc1ccccc1O)N/N=C/c1ccc(O)cc1O,4,-0.4
CCCCCCCCCCCCC/C=C/C(O)C(CO)NC(C)=O (stereo not given),.,0.2
Cc1cc(OCC(=O)Nc2cccc(-c3nnc(-c4ccccc4)o3)c2)cc(C)c1Cl,-5,-0.1
C[C@@H]1CN([C@H](C)CO)C(=O)c2cc(NS(C)(=O)=O)ccc2O[C@H]1CN(C)S(=O)(=O)c1ccc(F)cc1,.,1.9
CO[C@H]1CN(C)C(=O)c2cc(NS(=O)(=O)c3ccccc3Cl)ccc2OC[C@@H](C)NC[C@@H]1C,2,-0.1
CO[C@H](CN(C)Cc1ccc2c(c1)OCO2)[C@H](C)CN(C(=O)Nc1ccc(F)cc1)[C@@H](C)CO,-15,0.1
C[C@@H]1CN([C@H](C)CO)C(=O)Cc2cc(NC(=O)CCCCCC(=O)Nc3ccccc3N)ccc2O[C@H]1CN(C)Cc1ccc(Cl)c(Cl)c1,18,.
Cc1ccc(OCC(=O)N(c2ccccn2)C2CCCCC2)c(C)c1,5,0.4
CCCN(C)C[C@H]1OCCCC[C@@H](C)Oc2ccc(NS(=O)(=O)c3cn(C)cn3)cc2C(=O)N([C@@H](C)CO)C[C@H]1C,11,.
COc1cccc(S(=O)(=O)N[C@H]2C=C[C@H](CC(=O)NCc3ccc(F)cc3)O[C@H]2CO)c1,-5,-0.2
O=S(=O)(c1ccc(F)cc1)c1nc(-c2ccc(F)cc2)oc1NCCN1CCOCC1,5,-0.6
O=C(OCC1OC(Oc2ccc(O)cc2COC(=O)C2(O)C(O)CCC2(O)C(=O)O)C(O)C(O)C1O)c1ccccc1 (stereo not given),28,0.6
COc1ccccc1S(=O)(=O)N[C@@H]1CC[C@H](CC(=O)N2CCOCC2)O[C@H]1CO,-2,0.1
Cc1noc(C)c1S(=O)(=O)Nc1ccc2c(c1)C(=O)N([C@@H](C)CO)C[C@H](C)[C@@H](CN(C)C(=O)Nc1ccccc1)OCCCC[C@@H](C)O2,.,3.0
COc1ccc(S(=O)(=O)N(C)CC(N)=O)cc1,10,0.3
CCCNC(=O)Nc1ccc2c(c1)OC[C@@H](C)N(Cc1ccccc1)C[C@H](C)[C@@H](OC)CN(C)C2=O,-18,-0.2
O=C(NO)c1cccc(C(=O)N/N=C/c2ccc3ccccc3c2)c1,6,.
Cc1noc(C)c1NC(=O)N(C)C[C@H]1Oc2ccc(NC(=O)NC3CCCCC3)cc2C(=O)N([C@H](C)CO)C[C@H]1C,.,0.9
Nc1cccc(S(=O)(=O)NCc2ccco2)c1,-1,0.0
C[C@@H]1CN([C@@H](C)CO)C(=O)c2cc(NC(=O)Nc3ccccc3)ccc2O[C@@H](C)CCCCO[C@@H]1CN(C)Cc1ccncc1,-8,-1.8
C[C@H](CO)N1C[C@H](C)[C@@H](CN(C)Cc2ccc(C(F)(F)F)cc2)OCCCC[C@H](C)Oc2ccc(NC(=O)CCC(F)(F)F)cc2C1=O,.,2.5
O=C(N/N=C/c1ccc(B(O)O)cc1)c1ccccc1O,-10,.
C[C@H]1CN([C@@H](C)CO)C(=O)Cc2cc(NC(=O)CCCCCC(=O)Nc3ccccc3N)ccc2O[C@H]1CN(C)S(=O)(=O)c1ccccc1,9,0.3
Cc1ccc(N(C(C)C(=O)Nc2ccc(C(F)(F)F)cc2)S(C)(=O)=O)cc1 (stereo not given),-12,1.1
C[C@@H]1CN([C@H](C)CO)C(=O)c2cccc(NC(=O)c3cnccn3)c2O[C@H]1CN(C)S(C)(=O)=O,.,2.0
Cc1noc(C)c1S(=O)(=O)N(C)C[C@@H]1OCCCC[C@@H](C)Oc2ccc(NC(=O)Nc3ccccc3)cc2C(=O)N([C@@H](C)CO)C[C@@H]1C,.,1.1
CNC[C@H]1Oc2cc(Br)ccc2S(=O)(=O)N([C@H](C)CO)C[C@@H]1C,-8,.
CC(C)NC(=O)N(C)C[C@H]1Oc2c(NS(=O)(=O)c3cccs3)cccc2C(=O)N([C@@H](C)CO)C[C@@H]1C,.,1.1
Cc1cccc(NC(c2ccccc2[N+](=O)[O-])c2ccc3ccc(C)nc3c2O)n1 (stereo not given),0,-0.2
C[C@H]1CN([C@@H](C)CO)C(=O)Cc2cc(NC(=O)NC3CCCCC3)ccc2O[C@H]1CN(C)Cc1ccccc1,3,-2.2
Cc1ccc(S(=O)(=O)N[C@@H]2CC[C@H](CCNC(=O)c3ccc4c(c3)OCO4)O[C@@H]2CO)cc1,-4,-0.1
Cc1cc(OCC(=O)Nc2ccccc2C(=O)Nc2ccccc2)ccc1Cl,6,0.2
COc1cccc(-n2nnnc2SCC(=O)Nc2ccccc2OC)c1,13,-0.1
CCC(=O)N(C)C[C@H]1Oc2ncc(C#Cc3ccccc3OC)cc2C(=O)N([C@H](C)CO)C[C@H]1C,.,-0.3
c1csc(-c2nn3c(C4COc5ccccc5O4)nnc3s2)c1 (stereo not given),12,-0.3
C[C@@H]1CN([C@@H](C)CO)C(=O)c2cccc(NC(=O)Nc3ccc(C(F)(F)F)cc3)c2O[C@H]1CN(C)S(=O)(=O)c1ccccc1,.,2.9
COc1ccccc1CNCc1cccc(OC)c1OC,4,-0.3
Cn1c(SCC(=O)Nc2ccc(C(=O)O)cc2)nnc1-c1ccncc1,-17,0.5
COCC(=O)Nc1ccc2c(c1)C(=O)N(C)C[C@@H](OC)[C@@H](C)CN(Cc1ccncc1)[C@@H](C)CO2,-1,0.2
C[C@@H]1CCCCO[C@@H](CN(C)C(=O)Nc2ccc(F)cc2)[C@H](C)CN([C@H](C)CO)C(=O)c2cc(NC(=O)NC3CCCCC3)ccc2O1,.,2.3

# Record cards, as listed above. Values in the order: EZH2 inh, IDH1 R132H inh
# `Cc1ccc(S(=O)(=O)N[C@@H]2CC[C@H](CCNC(=O)c3ccc4c(c3)OCO4)O[C@@H]2CO)cc1` reads -4, -0.1
# `c1csc(-c2nn3c(C4COc5ccccc5O4)nnc3s2)c1` (stereo not given) reads 12, -0.3
# `COc1cccc(-n2nnnc2SCC(=O)Nc2ccccc2OC)c1` reads 13, -0.1

# Later entries:
SMILES,EZH2 inh,IDH1 R132H inh
C[C@H]1CN([C@@H](C)CO)C(=O)c2cccc(NC(=O)C3CC3)c2O[C@H]1CN(C)Cc1ccc(C(=O)Nc2ccccc2N)cc1,-3,.
COc1ccc(S(=O)(=O)N(C)C[C@H]2Oc3c(NS(=O)(=O)c4ccccc4)cccc3C(=O)N([C@H](C)CO)C[C@H]2C)cc1,.,0.0
O=C(Nc1ccc2c(c1)[C@H]1C[C@@H](CC(=O)N3CCc4ccccc4C3)O[C@@H](CO)[C@H]1O2)C1CCC1,-15,0.1
C[C@H](CO)N1C[C@H](C)[C@@H](CN(C)S(=O)(=O)c2ccccc2)Oc2ccc(NS(=O)(=O)c3ccc(Cl)cc3)cc2CC1=O,.,1.0
O=C(C[C@@H]1C[C@H]2c3cc(NC(=O)C4CCC4)ccc3O[C@H]2[C@@H](CO)O1)NCc1ccccc1,0,0.6
CC(C)NC(=O)N(C)C[C@@H]1OCc2ccccc2-c2c(n(C)c3ccccc23)C(=O)N([C@H](C)CO)C[C@H]1C,5,0.3
COc1ccc(-c2ccc3c(c2)O[C@H](CN(C)C(=O)c2ccccc2F)[C@@H](C)CN([C@@H](C)CO)S3(=O)=O)cc1,.,-0.4
CCCN1C[C@@H](C)[C@H](OC)CN(C)C(=O)c2cc(NC(=O)c3ccccc3F)ccc2OC[C@@H]1C,0,0.4
CCCNC(=O)Nc1ccc2c(c1)OC[C@@H](C)N(Cc1cncnc1)C[C@H](C)[C@@H](OC)CN(C)C2=O,6,-0.1
Cc1cc(=O)[nH]c(SCCCOc2ccc(C(C)C)c(C)c2)n1,10,-0.6
C[C@@H]1CN([C@H](C)CO)C(=O)c2cc(NC(=O)CCC(F)(F)F)ccc2O[C@H]1CN(C)C,-1,0.0
C/C=C/c1ccc2c(c1)O[C@H](CN(C)C(=O)C1CC1)[C@H](C)CN([C@H](C)CO)S2(=O)=O,-2,.

# Fetched by compound from above (7):
SMILES,EZH2 inh,IDH1 R132H inh
Cc1cc(OCC(=O)Nc2cccc(-c3nnc(-c4ccccc4)o3)c2)cc(C)c1Cl,-5,-0.1
O=C(C[C@@H]1C[C@H]2c3cc(NC(=O)C4CCC4)ccc3O[C@H]2[C@@H](CO)O1)NCc1ccccc1,0,0.6
C[C@@H]1CCCCO[C@H](CN(C)C(=O)CCCN(C)C)[C@@H](C)CN([C@@H](C)CO)C(=O)c2cc(NC(=O)c3ccncc3)ccc2O1,.,3.8
COc1cccc(-n2nnnc2SCC(=O)Nc2ccccc2OC)c1,13,-0.1
COc1ccc(S(=O)(=O)N(C)C[C@H]2Oc3c(NS(=O)(=O)c4ccccc4)cccc3C(=O)N([C@H](C)CO)C[C@H]2C)cc1,.,0.0
C[C@H]1CN([C@@H](C)CO)C(=O)c2cccc(NC(=O)C3CC3)c2O[C@H]1CN(C)Cc1ccc(C(=O)Nc2ccccc2N)cc1,-3,.
Cc1ccc(N(C(C)C(=O)Nc2ccc(C(F)(F)F)cc2)S(C)(=O)=O)cc1 (stereo not given),-12,1.1

# Next section.
SMILES,EZH2 inh,IDH1 R132H inh
COCC(=O)Nc1ccc2c(c1)OC[C@H](C)N(C(=O)NC(C)C)C[C@H](C)[C@H](OC)CN(C)C2=O,-8,-0.4
COc1cccc(-c2ccc3c(c2)O[C@H](CN(C)Cc2ccncc2)[C@@H](C)CN([C@@H](C)CO)S3(=O)=O)c1,30,18
C[C@@H]1CCCCO[C@@H](CN(C)S(=O)(=O)c2cccs2)[C@H](C)CN([C@@H](C)CO)C(=O)c2cc(NS(=O)(=O)c3ccccc3)ccc2O1,.,5.3
O=C(C[C@H]1C=C[C@@H](NC(=O)C2CCOCC2)[C@H](CO)O1)Nc1ccc(-c2ccccc2)cc1,2,-0.3
COCC(=O)Nc1ccc2c(c1)C(=O)N(C)C[C@H](OC)[C@@H](C)CN(C(=O)Cc1cccnc1)[C@@H](C)CO2,4,-0.1
CN(C)CC(=O)Nc1ccc2c(c1)[C@@H]1C[C@@H](CC(=O)N3CCOCC3)O[C@H](CO)[C@@H]1O2,0,-0.1
C[C@H](CO)N1C[C@H](C)[C@@H](CN(C)CC2CC2)Oc2ccc(NC(=O)Nc3cccc4ccccc34)cc2CC1=O,.,0.0
C[C@H](CO)N1C[C@H](C)[C@H](CN(C)CC2CC2)Oc2ccc(NS(=O)(=O)c3cn(C)cn3)cc2C1=O,-3,1.3
C[C@@H]1CN([C@@H](C)CO)C(=O)c2cc(NC(=O)NC3CCCCC3)ccc2O[C@H]1CN(C)Cc1ccc(C(F)(F)F)cc1,.,4.5
C[C@H](CO)N1C[C@H](C)[C@@H](CN(C)S(=O)(=O)c2ccc(C#N)cc2)OCc2ccccc2-c2ccccc2C1=O,-55,0.0

# Compound activity: PubChem BioAssay, Broad Institute

# Not all compounds are listed; count on the stated rates, not on these rows.
